# Screens: PubChem, several laboratories
# V-ATPase pHluor: alters yeast V-ATPase proton transport. S. cerevisiae, pHLuorin cytosolic pH fluorescence. response, % at 10 µM. 350,000 tested, 0.37% active. AID 504577; in the data active means response mostly above about 7.3%, no sharp cut-off; inactive means mostly below about 5.4%; further: actives read high; inactives centre near 0; some compounds called inactive have numbers as strong as hits; reference of the scale not given here
# CAL PDZ FP-1: inhibitors of human CAL PDZ peptide binding; AID 602252; Q9HD26; 300,000 tested, 0.92% active; inhibition, % at 24.9 µM; purified CAL PDZ, TMR-peptide fluorescence polarization, 1 h;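 active means mean inhibition of at least 30% with at least half of replicates also reaching 30%; inconclusive means no clear call, values can overlap the other calls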;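 further: 0% = DMSO neutral control and 100% = excess unlabeled competitor peptide PRC23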
# Rtt109 HAT inh: blocks Candida albicans Rtt109/Vps75 acetyltransferase activity; Q5AAJ8; purified Rtt109/Vps75, ThioGlo CoA-SH fluorescence, 4 h; inhibition, % at 34.9 µM; 330,000 tested, 0.16% active;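 active means inhibition of at least 50% in every replicate; inconclusive means best replicate reaches 50% inhibition but some replicates fall short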
# Target sequence (Q5AAJ8 whole entry, looked up): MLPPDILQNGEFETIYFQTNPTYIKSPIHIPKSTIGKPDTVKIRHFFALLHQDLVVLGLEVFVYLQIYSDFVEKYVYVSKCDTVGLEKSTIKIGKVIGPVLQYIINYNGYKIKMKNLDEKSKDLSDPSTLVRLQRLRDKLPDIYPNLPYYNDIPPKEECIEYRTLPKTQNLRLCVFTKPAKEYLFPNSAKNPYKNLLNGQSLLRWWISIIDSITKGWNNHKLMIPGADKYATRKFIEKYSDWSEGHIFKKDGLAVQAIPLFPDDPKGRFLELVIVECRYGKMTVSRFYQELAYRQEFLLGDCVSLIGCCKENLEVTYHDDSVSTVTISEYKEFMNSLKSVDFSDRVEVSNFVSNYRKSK
# Tat transport: E. coli Tat transport inhibition; E. coli MC4100 TorA-mCherry Tat export, fluorescence; inhibition, % at 10 µM; 340,000 tested, 0.036% active;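 active means mean replicate inhibition at least 50% and at least half of replicates individually reaching 50%; inconclusive means only one of the two criteria met; inactive means neither criterion met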;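 further: exported cargo escapes ClpAP degradation while cytoplasmic cargo is degraded and loses fluorescence; 0% = median of neutral control wells and 100% = median of NaSCN control wells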
# Wnt act: activators of Wnt/beta-catenin signaling; Wnt/beta-catenin reporter cell assay, activator, plate reader; activation, % at 9.35 µM; AID 743398; 300,000 tested, 1.2% active; in the data active means activation above about 30%, passing the limit was not always enough; inconclusive means no clear call, values can overlap the other calls;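 further: 0% = neutral control wells and 100% = positive control wells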
# cardiac RTF act: cardiac RTF calcium sensitization; IANBD-labeled TnC RTF fluorescence at EC20 calcium; 0% EC20 calcium, 100% full calcium; activation, % at 7.2 µM; 340,000 tested, 0.24% active;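 active means activation above the mean over all tested compounds plus 3 SD, cut at about 30% in these data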;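 further: rise in fluorescence read as greater calcium sensitivity of cardiac thin filaments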
# CDK5 inh: CDK5/p35 (human) kinase inhibition. AID 488839. Recombinant CDK5/p35, ADP-Glo luminescence, 60 min. 330,000 tested, 0.01% active. Q00535+Q15078. inhibition, % at 10 µM;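 active means highest replicate inhibition of at least 50% and at least 75% of replicates reaching 50%; inconclusive means only one of the two criteria met; inactive means both criteria failed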;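 further: plate controls were DMSO neutral control for no effect and GW8510 at 10 µM for full effect; many of its hits are not listed in these tables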
# Target sequence (Q00535 whole entry, looked up): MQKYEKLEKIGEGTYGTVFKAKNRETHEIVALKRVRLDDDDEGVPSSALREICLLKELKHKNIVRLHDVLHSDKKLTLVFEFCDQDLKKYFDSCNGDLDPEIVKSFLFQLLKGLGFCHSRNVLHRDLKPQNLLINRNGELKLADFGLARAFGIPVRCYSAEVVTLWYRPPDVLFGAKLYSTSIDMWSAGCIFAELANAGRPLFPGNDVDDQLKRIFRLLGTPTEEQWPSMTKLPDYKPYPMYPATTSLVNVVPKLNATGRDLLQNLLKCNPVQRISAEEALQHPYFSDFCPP
# Target sequence (Q15078 whole entry, looked up): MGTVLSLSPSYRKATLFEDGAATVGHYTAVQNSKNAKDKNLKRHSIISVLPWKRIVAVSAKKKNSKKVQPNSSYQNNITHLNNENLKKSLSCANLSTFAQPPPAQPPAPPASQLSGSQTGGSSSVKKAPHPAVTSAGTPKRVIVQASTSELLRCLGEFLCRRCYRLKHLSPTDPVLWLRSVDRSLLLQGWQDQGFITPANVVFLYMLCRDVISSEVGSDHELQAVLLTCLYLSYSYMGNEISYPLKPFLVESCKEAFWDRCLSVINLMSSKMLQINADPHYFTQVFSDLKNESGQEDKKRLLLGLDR
# CAL PDZ FP-2: inhibitors of human CAL PDZ peptide binding; Q9HD26; purified CAL PDZ, TMR-peptide fluorescence polarization, 1 h; inhibition, % at 20 µM; 330,000 tested, 0.02% active; AID 504414;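 active means highest replicate inhibition of at least 40%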;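 further: plate controls were DMSO neutral control wells for no effect and unlabeled competitor peptide control wells for full effect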
#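 Material: tagged CAL PDZ domain; buffer or medium: 25 mM sodium phosphate pH 7.4, 150 mM NaCl, TCEP, IgG, Thesit; compound dosing: single point, 20 µM; schedule: 1 h incubation at room temperature before polarization reading; measured by: FP readout, S and P plane fluorescence; read-out basis: percent inhibition from loss of millipolarization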
# MITF TRPM1 HTS: activators of MITF-driven TRPM1 promoter activity in SK-MEL-5 cells; SK-MEL-5 TRPM1-promoter luciferase, 24 h; % of positive control, neutral wells = 0; activation, % at 12.5 µM; 300,000 tested, 0.75% active; AID 588334;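 active means mean activation of at least 80% with every replicate also reaching 80%; inconclusive means mean reaches 80% but some replicate falls short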;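 further: 0% = neutral control wells and 100% = parthenolide positive control wells; values of inactives mirror those of a sister screen read the other way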
# dFosB activator: mouse delta FosB homodimer activation. purified delta FosB, TAMRA-CDK5 oligo fluorescence polarization; percent of positive-control signal above neutral wells. activation, % at 25 µM. 340,000 tested, 0.99% active. AID 493131;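 active means mean activation above about 17%, with every replicate also reaching it, limit read from the data, passing the limit was not always enough; inconclusive means only one of the two conditions met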;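 further: fluorescence polarization rise as delta FosB binds a TAMRA Cdk5 AP-1 oligo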
# The depositor's hits bear a star; ? = inconclusive; / = no result given. Rows are unselected; 4.1% or so of the library scored in one or more.
# Values run as follows: V-ATPase pHluor	CAL PDZ FP-1	Rtt109 HAT inh	Tat transport	Wnt act	cardiac RTF act	CDK5 inh	CAL PDZ FP-2	MITF TRPM1 HTS	dFosB activator
> COc1cc(/C=N/Nc2cc(C)nc(NS(=O)(=O)c3ccccc3)n2)ccc1O
  -0.6	13.3	-5.9	3.8	17.0	3.7	-2.7	1.8	-5.6	-12.7
> COc1cccc(CCNC(=O)C2CCCN(c3ncnc4c3nc3n4CCCCC3)C2)c1OC (stereo not given)
  -2.6	5.8	-1.2	-2.2	-1.0	-5.4	-1.5	-1.2	17.0	-8.5
> O=C(/C(=N\Nc1ccc(Br)cc1)Sc1nnnn1-c1ccccc1)c1ccccc1
  0.3	2.3	6.5	-7.3	-3.8	-5.0	-0.5	-1.2	-1.7	5.1
> COc1cc(CC(=O)OCC(=O)NC2CC2)cc(OC)c1OC
  2.2	-1.5	-5.7	-7.3	0.4	-0.8	-0.1	-1.2	-0.6	-1.8
> Cc1ccc2nc(SC(C(=O)Nc3ccc(F)cc3)c3ccccc3)[nH]c2c1 (stereo not given)
  3.0	-2.0	-2.8	-1.0	1.3	-16.8	1.1	-1.3	-9.6	?
> Cc1ccc(NC2=NCC(=O)N2Cc2ccc3c(c2)OCO3)cc1
  -2.0	-1.9	0.3	0.0	/	-3.1	-0.3	-1.2	10.2	-5.4
> COc1ccccc1-n1c(SCC(=O)Nc2cc(C)on2)nc2c([nH]c3ccccc32)c1=O
  0.9	-7.1	8.5	1.0	0.6	-0.8	0.8	-2.6	-24.5	1.0
> O=C(c1ccccc1)c1ccc(N2CCN(C(=O)c3cccc(F)c3F)CC2)c(F)c1
  -2.4	-3.0	-1.5	13.0	-1.0	4.2	1.9	-3.2	13.7	-8.2
> Oc1c(Cl)cc(Cl)c2cccnc12
  -3.2	-1.4	/	4.8	13.2	-5.2	-0.5	-2.2	-21.7	0.3
> CCC1(CC)NC(=O)N(CC(=O)OCC(=O)Nc2ccc(OC(F)(F)F)cc2)C1=O
  -3.3	1.2	3.6	-3.4	1.2	-4.3	-0.6	-0.9	12.3	-2.9
> COc1ccc2c(=O)cc(-c3cccnc3)oc2c1OC
  -0.5	-2.6	-1.1	-3.1	9.9	1.6	0.9	-3.1	6.8	-33.7
> Cc1cccc(C(=O)N/N=C/c2ccc3c(c2)OCO3)n1
  -3.6	-3.2	5.5	-3.4	-0.6	-4.6	-2.3	-6.1	4.9	-0.5
> COCC(=O)Nc1nc2ccc(S(C)(=O)=O)cc2s1
  -2.2	-2.0	0.2	-2.8	8.7	-1.1	0.6	-0.4	11.4	6.8
> Cc1c(CCC(=O)N[C@@H](C)C(=O)O)c(=O)oc2c(C)c3oc4c(c3cc12)CCCC4
  -1.6	-15.7	9.7	3.7	1.1	-9.2	1.3	-3.4	-13.7	7.1
> CC1CC(C)CN(Cc2nc(N)nc(Nc3ccccc3)n2)C1 (stereo not given)
  1.8	-7.4	5.4	5.2	/	1.7	1.2	/	-11.0	-7.2
> O=c1c2ccccc2sc2ccccc12
  -1.1	/	-10.7	-1.6	14.1	-5.6	-1.4	-1.6	35.8	-7.1
> Cc1ccc2nc(SCC(=O)NCc3ccc(F)cc3)nc(=O)n2c1
  -0.1	-0.2	-3.9	-14.9	-2.2	-2.6	1.4	-1.7	7.1	2.6
> Cc1cccc(C)c1N=Nc1c(C)cc(O)cc1C
  -0.6	4.4	1.2	5.1	-4.1	-8.3	-1.4	1.0	/	-3.0
> O=C(OCCC1Oc2cccnc2NC1=O)c1ccc(F)cc1 (stereo not given)
  2.1	3.6	11.6	-3.0	-0.9	7.4	0.7	-0.1	0.7	0.0
> CCOC(=O)/C(=C/C=C1\Sc2cc(OCC)c(OCC)cc2N1CC)C(C)=O
  3.0	-0.5	-5.1	-8.2	-18.2	533.8*	0.9	0.9	-0.6	-34.7
> CN(C)c1cccc2c1c(NC(=O)c1ccc(F)cc1)nn2C
  -2.8	-5.1	-2.0	-1.3	-0.3	-4.8	1.2	-1.9	-27.8	-2.6
> CC(=O)C1=C(C)N(Cc2ccco2)C(=O)C1(NC(=O)C1CCCCC1)C(F)(F)F (stereo not given)
  -3.5	-4.7	-6.1	7.4	-1.7	8.0	-0.2	0.3	-1.6	-5.0
> O=C(NCC[C@@H]1C[C@@H]2C=C[C@H]1C2)c1cc(COc2ccc(F)cc2F)on1
  -3.0	-0.9	6.2	11.5	5.7	-0.3	0.0	-1.1	14.4	-8.8
> COc1ccc(OC)c(Nc2nc(N)c([N+](=O)[O-])c(N3CCOCC3)n2)c1
  0.0	-1.7	5.6	-0.5	1.0	-5.8	0.5	-0.2	39.8	-11.1
> Cc1cc(/N=C/C=C2\N(C)c3ccccc3C2(C)C)n(CCC#N)n1
  1.5	-2.1	6.6	-0.2	/	-4.6	0.1	-2.1	-14.5	-3.2
> CCN1CCN(CCn2c(=S)[nH]c3cc4c(cc3c2=O)OCO4)CC1
  7.2	-0.8	2.3	-1.2	/	1.7	-2.8	-0.5	/	1.3
> Cc1cc(S(=O)(=O)Nc2c(NC3CCCCC3)c3ccccc3oc2=O)ccc1F
  7.2	19.4	1.0	-3.1	2.2	-1.0	-0.1	-0.8	-1.4	-14.4
> O=C(NCCCN1CCCC1=O)c1cccc(S(=O)(=O)N2CCN(c3ccccc3)CC2)c1
  -1.6	/	-1.8	-2.6	-2.4	0.6	0.8	-1.3	11.3	-2.0
> COC(=O)c1ccccc1NC(=O)CSc1nnc(-c2cccnc2)n1C
  1.1	-9.4	-6.7	0.8	/	5.0	-0.7	/	-4.1	-2.2
> Cc1c(Br)c([N+](=O)[O-])nn1CC(=O)NCCc1ccc(Cl)cc1
  -0.6	5.8	-8.9	-16.5	-1.1	1.4	1.3	-3.3	-6.8	1.9
> COc1ccc2[nH]cc(C=O)c2c1
  2.4	-2.3	-12.8	-4.1	-2.4	-1.5	-0.4	0.5	/	-7.4
> O=C(Nc1cccc(Cl)c1)OCCN1CCN(Cc2ccccc2)CCC1=O
  2.5	2.3	-11.2	-1.2	1.7	-0.1	1.8	-4.5	12.2	-7.0
> COC(=O)c1ccc(CNC(=O)C2CCC(=O)N(CCCc3ccccc3)C2)cc1 (stereo not given)
  -0.4	-2.7	-1.6	0.5	-1.4	-2.7	1.0	0.9	-7.6	-1.0
> CCN(CC)c1ccc(/C=N/n2nnnc2N)c(O)c1
  -0.7	/	-3.5	-7.8	/	-1.6	0.8	0.2	20.5	-1.5
> CC(=O)c1cccc(NC(=O)Cn2cnc(S(=O)(=O)N3CCC(C)CC3)c2)c1
  0.7	-1.1	2.6	-7.6	/	-5.0	-3.2	-1.6	-9.0	50.3*
> CNc1nc(N)c(C(=O)Nc2cc(C)on2)s1
  -1.7	-0.9	0.6	5.5	15.7	7.1	0.9	-0.3	39.7	1.9
> CC(C)(C)c1nnc2sc(SC/C(O)=C(\C#N)c3nc4ccccc4[nH]3)nn2c1=O
  0.4	1.4	-3.6	8.1	0.7	7.0	1.9	-0.4	/	-4.7
> O=C(CSc1nc2cc(Cl)ccc2s1)c1ccco1
  -0.8	-0.2	3.4	8.0	-1.5	-5.0	4.0	-2.8	20.4	-11.9
> COC(=O)c1cc([N+](=O)[O-])ccc1N1CCN(Cc2ccccc2)CC1
  -1.5	-1.7	16.4	9.8	4.3	0.4	0.4	-0.5	0.6	-2.6
> CCNCCC(=O)N1c2ccccc2Sc2ccc(NC(=O)OCC)cc21
  -4.5	-11.3	-1.9	2.8	-1.9	2.4	-0.3	/	3.9	-4.3
> Cn1c(CCN2CCOCC2)nc2cc(NC(=O)COc3ccc([N+](=O)[O-])cc3)ccc21
  -0.2	-2.8	-2.5	-5.3	1.1	0.5	/	-2.4	4.8	-4.0
> CCc1noc(C)c1C(=O)N1CCCC(C(=O)c2ccc(OC)c(F)c2)C1 (stereo not given)
  4.0	5.3	10.7	-1.2	-4.4	-4.5	-3.2	0.1	-1.5	-9.9
> COc1cc2cnncc2cc1OC
  -0.4	-5.5	2.6	-7.5	/	1.6	-1.6	0.3	/	1.6
> CC(C)(C)CC(=O)NC(=S)NCc1ccccc1
  0.0	/	-3.1	4.3	-3.3	9.7	-1.5	-0.7	2.4	-1.1
> CC1=C(C(=O)OC(C)C)C(c2cccc(F)c2)N2C(=O)C(C)SC2=N1 (stereo not given)
  -1.9	-0.7	-5.1	-0.2	/	-2.2	-1.6	-1.0	21.1	-8.2
> NS(=O)(=O)c1ccc(NC(=O)CCCC(=O)O)cc1
  -3.7	12.5	-7.6	-4.4	-2.9	2.5	-0.3	-0.8	-17.9	-1.6
> COc1cc(CNCc2cccs2)ccc1OCc1cccs1
  -2.6	0.1	/	4.8	1.4	-1.2	3.6	-1.7	39.6	-4.3
> Cc1cccc(NC(=O)N[C@@H](C)C(=O)O)c1
  -0.7	-4.0	19.9	5.3	/	-2.9	0.2	0.4	-4.1	-0.8
> CCOc1ccc(S(=O)(=O)N2CCN(C(=O)CCC(=O)N3CCOCC3)CC2)cc1
  1.1	0.7	-7.8	-0.2	-3.2	-0.6	2.1	-1.4	3.7	-0.3
> O=C(NC(Cc1ccccc1)C(=O)O)c1ccc(S(=O)(=O)N2CCOCC2)cc1 (stereo not given)
  -2.2	/	-9.1	-5.0	/	0.9	1.3	-2.0	5.8	-5.1
> Cc1cccc(NC(=O)N2CCN(Cc3ccc(Cl)cc3)CC2)c1
  5.7	-2.1	6.6	-3.3	0.4	2.1	0.1	-1.9	-12.8	-1.7
> O=C(CN1C(=O)c2ccccc2C1=O)Nc1ccccc1C(=O)NC1CCCCCC1
  -2.3	-1.3	0.9	13.1	/	4.1	-5.6	0.0	9.7	-6.0
> Cc1cc(C)c(NC(=O)CN(C)C(=O)CNC(=O)c2cccs2)c(C)c1
  0.7	-3.2	-7.4	-0.5	-3.1	-0.9	-0.9	-1.5	-0.1	-6.8
> Nc1nc2c(c(=O)[nH]1)C(c1ccccc1)C1=C(N2)c2ccccc2C1=O (stereo not given)
  0.2	15.2	1.9	-4.4	1.5	-3.5	2.6	1.6	7.7	2.8
> Cc1ccc(S(=O)(=O)Cn2nnnc2CN2CCCC3(CCCCC3)C2)cc1
  7.7	-1.5	38.0	5.2	/	-12.5	0.4	-2.8	5.1	-4.9
> CSc1ccccc1OCc1cc(C(=O)NC2CCc3ccccc32)no1 (stereo not given)
  -2.9	0.1	-5.2	14.2	1.9	-1.8	-3.8	-1.7	-19.6	-7.8
> Cc1c(N)cc(S(=O)(=O)O)cc1NC(=O)c1cccc([N+](=O)[O-])c1
  2.6	-4.1	11.3	-11.6	-4.2	-0.7	-4.8	1.0	-9.6	-3.7
